Bioassay records deposited in PubChem BioAssay by several laboratories.
MT stabilize HCS – microtubule stabilizers in HeLa cells | HeLa tubulin immunostaining HCS, 24 h; share of cells brighter than vehicle mean+2SD | % tubulin-high responders, % at 10 µM | 200,000 tested, 0.83% active | AID 2205;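 active means plate Z-score above 3 for both tubulin-high and condensed-nucleus cell shares, with cell loss under 80%, at 10 µM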;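 further: anti alpha tubulin signal scored within the nucleus-defined area of each cell; some results filed as inactive read as strong as hits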
Autophagy mod – autophagy modulation, high-content screen | calls only at 10 µM (by protocol) | MEF GFP-LC3 puncta imaging; test concentration mostly 10 µM | 190,000 tested, 0.98% active;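 active means percentage of spot-positive cells more than 3 SD above its plate mean, without a fluorescence outlier flag or 80% toxicity; inconclusive means no clear call, values can overlap the other calls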;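 further: spot-positive cell cutoff set from DMSO-treated cells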
Hep lipid drop – hepatic lipid droplet formation modulation; AML12 mouse hepatocytes, oleate lipid droplets, BODIPY imaging; inhibition, % at 6.5 µM; 240,000 tested, 0.4% active; AID 1656;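 active means lipid droplet intensity inhibited by at least 50%, with more than 500 cells counted; inconclusive means wells with under 300 cells, treated as cytotoxic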
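Assay system: AML12 mouse liver cells | Compound dosing: One dose, 6.5 µM compound | Read-out basis: Droplet intensity reduction, % inhibition | Measured by: Fluorescence imaging, 20x objective, two fields per well | Schedule: Overnight treatment with compound plus oleate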
Yfh1-off respiration – mitochondrial function rescue without frataxin homolog – Friedreich's ataxia, plus single-dose screen, dose response (AID 1465). S. cerevisiae Yfh1-off respiration, WST-1 reduction, 72 h; higher fold induction means a stronger effect. one-dose fold induction at 50 µM; EC50 in µM for titrated hits. 220,000 tested, 0.074% active;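 active means fold induction of absorbance versus untreated yeast above a set limit, then at least 30% activation at any dose in follow-up; inconclusive means repeats straddling the limit, or above it without dose testing; inactive means fold induction below the set limit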;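 further: activators that raise dye reduction in frataxin-depleted yeast; strong numbers were not always called active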
ER stress rescue – protection against thapsigargin-triggered cell killing – 384-well, CSM14.1, ATP luminescence, primary screen (AID 1222). CSM14.1 thapsigargin-induced death rescue, ATP luminescence; higher % means a stronger effect. one-dose cellular ATP content (survival), % at 20 µM; EC50 in µM for titrated hits. 190,000 tested, under 10 active;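 active means EC50 below 50 µM in the dose-response confirmation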;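 further: death triggered by thapsigargin at about 15 µM added after 2 h compound pretreatment; cell ATP read after overnight thapsigargin exposure of roughly 18 to 22 hours; normalized against plate controls of thapsigargin alone and 5% DMSO vehicle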
Ins promoter up – MIN6 insulin promoter up-regulation. MIN6 insulin promoter-GFP reporter, high-content imaging; stronger effect = higher value. z-score at 5 µM. 190,000 tested, 0.3% active;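 active means z-score above 3 at 5 µM with at least 500 cells counted in the well; inconclusive means wells under 500 cells, flagged as cytotoxic or low count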
Dynein cargo inh – blocks dynein driven cargo transport along microtubules; 220,000 tested, 0.47% active; 3617.4 mouse cells, GR-EGFP nuclear translocation imaging; test concentration mostly 20 µM; stimulated with dexamethasone, 1 µM; stronger effect = lower value; z-score, hits read low;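 active means plate z-score of nuclear minus cytoplasmic receptor signal below a set negative limit, without overly bright fluorescence or cell loss, cut at about -3.5 in these data, passing the limit was not always enough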;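 further: z-score of nuclear minus cytoplasmic ring GR-EGFP intensity difference per well; some compounds called inactive have numbers as strong as hits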
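medium = tetracycline-free induction medium containing charcoal-stripped FBS | also added = 1.0 µM final dexamethasone stimulus | schedule = 48 h induction, 1 h compound, 30 min dex at 37 °C | technique = fixed, Hoechst-stained cells imaged at 10x for EGFP | measure = GR-EGFP nuclear translocation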
M17LAP inhibition – P. falciparum M17LAP inhibitors, primary screen, biochemical, fluorogenic H-Leu-NHMec substrate, 1536-well (AID 1619); 220,000 tested, 0.38% active; inhibition, % at 30 µM, or IC50 in µM where a hit was titrated; recombinant M17LAP, H-Leu-NHMec fluorogenic kinetic assay; higher % means a stronger effect;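 active means compound inhibiting the enzyme by more than half at any dose during confirmatory dose-response retesting; inconclusive means strong single-dose inhibitors picked by rank but not retested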;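 further: plate controls were full reaction with DMSO carrier for no effect and no enzyme background for full effect; strong numbers were not always called active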
P. falciparum M1AAP – malaria alanyl aminopeptidase activity blockers – biochemical, fluorogenic H-Leu-NHMec substrate, 1536-well (AID 1445). one-dose inhibition, % at 30 µM; IC50 in µM for titrated hits. 220,000 tested, 0.42% active. recombinant M1AAP, H-Leu-NHMec fluorogenic kinetic assay; higher % means a stronger effect;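 active means primary inhibition above the hit cutoff, then over 50% inhibition at one or more dose response concentrations, cut at about 23% in these data, passing the limit was not always enough; inconclusive means conflicting primary data, or primary hits not chosen for dose response; inactive means low primary inhibition, or under 50% at every dose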;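 further: plate controls were DMSO full reaction for no effect and no enzyme background for full effect; strong numbers were not always called active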
Dynein cargo inh cytoplasmic EGFP – also measured in Dynein cargo inh; calls as there; z-score; measured here: cytoplasmic GR-EGFP intensity; stronger effect = higher value
Dynein cargo inh nuclear GR-EGFP – also measured in Dynein cargo inh; calls as there; z-score; measured here: nuclear GR-EGFP intensity;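 lower value marks the stronger effect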
Dynein cargo inh cell count – also measured in Dynein cargo inh; calls as there; z-score; measured here: cell count per field
Ins promoter up cell count – further read-out of Ins promoter up, marked with its call; cell count; measured here: cytotoxicity, nuclei count;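 total cells summed across four imaged fields per well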
Hep lipid drop cells 6.5 µM – further read-out of Hep lipid drop, marked with its call; cell count; measured here: cell count, cytotoxicity flag;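 cells counted across two imaged fields per well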
MT stabilize HCS Hoechst-high % – further read-out of MT stabilize HCS, marked with its call; % Hoechst-high responders; measured here: nuclear condensation Hoechst responders;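 share of cells brighter than vehicle mean plus two SD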
MT stabilize HCS cytotoxicity % – further read-out of MT stabilize HCS, marked with its call; toxicity, %; measured here: cytotoxicity by cell density;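 0% = mean cell density of plate MIN control wells and 100% = no cells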
Autophagy mod cell loss 18 h – recorded beside Autophagy mod, whose call it bears; toxicity, %; measured here: cell loss, nuclei count;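 cell loss after 18 h compound exposure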
* = called active by the depositor; i = inactive; ? = inconclusive; . = no result given.

SMILES	MT stabilize HCS	MT stabilize HCS Hoechst-high %	MT stabilize HCS cytotoxicity %	Autophagy mod	Autophagy mod cell loss 18 h	Hep lipid drop	Hep lipid drop cells 6.5 µM	Yfh1-off respiration	ER stress rescue	Ins promoter up	Ins promoter up cell count	Dynein cargo inh	Dynein cargo inh cytoplasmic EGFP	Dynein cargo inh nuclear GR-EGFP	Dynein cargo inh cell count	M17LAP inhibition	P. falciparum M1AAP
COc1cccc(C(=O)OCn2nnc3ccccc3c2=O)c1OC	.	.	.	.	.	-9.1	798	i	.	-0.97	1097	0.327	-0.525	0.62	-1.08	4.0%	-0.5%
CC(=O)c1ccc(NC(=O)c2ccc3c(Cl)c4c(nc3c2)CCCC4)cc1	4.6	3.1	4.9	i	-3.4	24.1	644	i	-0.6%	-0.48	1197	-0.889	0.0435	-0.775	0.439	15.9%	2.9%
CC1(C)CC(=O)C2=C(C1)N(CCN1CCOCC1)C1=C(C(=O)CC(C)(C)C1)C2c1ccc(Cl)c([N+](=O)[O-])c1	5.7	2.5	9.9	i	19.2	-12.6	686	i	0.1%	-1.32	1285	-1.15	1.43	0.0269	-1.5	6.3%	5.6%
N#Cc1c2c(c(-n3cnc4ccccc43)n3c1nc1ccccc13)CCC2	2.5	2.9	8.6	i	-3.4	.	.	i	-0.7%	4.79*	1449*	-0.659	2.28	0.0273	-0.107	-5.1%	3.9%
COc1ccc(/C=N/NC2=NCCCCC2)cc1	1.8	1.2	6.2	i	10.7	12.2	773	i	-1.0%	-0.33	679	0.675	-0.171	0.583	0.312	6.0%	6.4%
Cc1cc(C)c(Cn2cnc(-c3ccc([N+](=O)[O-])cc3)c2)c(C)c1	2.9	1.5	6.0	i	-19.9	.	.	i	-6.6%	-0.01	1555	0.0997	-0.218	0.534	0.652	7.4%	5.4%
Clc1ccc(Nc2cc(-c3ccccc3)nc3ncnn23)cc1	.	.	.	.	.	-10.9	687	i	.	-0.12	1210	-0.717	-0.0347	-0.39	0.775	-5.1%	3.4%
COc1ccccc1CNCC(=O)Nc1ccc(N2CCOCC2)cc1	8.8	5.2	12.5	i	5.0	-0.6	691	i	-1.7%	0.72	1294	-0.00595	-0.242	-0.243	0.368	-8.7%	6.9%
O=C(CCc1nc2ccccc2[nH]1)Nc1ccc2c(c1)OCO2	2.2	2.1	6.8	i	19.5	8.2	640	i	.	-0.24	1117	0.486	-0.278	0.102	0.884	-10.3%	0.8%
O=C(NCc1ccncc1)c1nnc(Cc2c(F)cccc2Cl)o1	3.9	2.4	10.0	i	-13.6	.	.	i	-1.6%	0.55	1107	-1.02	-0.337	-0.365	0.325	3.2%	10.1%
CCCCNC(=S)N(C)/N=C/c1c(F)c(F)c(F)c(F)c1F	7.7	1.3	3.3	i	13.9	13.2	695	i	8.6%	-0.06	1419	1.19	-0.136	0.353	-0.971	19.6%	1.3%
O=C(CCn1c(=O)oc2ccccc21)NCCCN1CCN(c2ccc(F)cc2)CC1	5.9	3.8	11.1	i	3.0	.	.	i	-2.0%	-0.53	944	0.206	-0.159	0.471	-1.11	-2.1%	1.5%
O=C(Nc1ccc(N2CCOCC2)nc1)c1cccs1	1.4	1.3	1.9	i	1.7	6.3	710	i	-0.6%	0.38	1465	-0.143	-0.333	0.0813	0.343	-6.6%	1.5%
Cc1nn(C)c(Cl)c1S(=O)(=O)N1CCC(CO)(CCc2ccccc2)CC1	3.4	1.5	9.9	i	9.6	0.2	753	i	1.9%	.	.	-0.749	-0.306	-0.297	1.14	4.6%	4.2%
Cc1nc(-c2ccc(S(=O)(=O)NCc3cccnc3)s2)cs1	.	.	.	.	.	23.8	712	i	.	.	.	-0.606	-0.239	0.0964	0.398	0.6%	3.9%
O=C(CCl)Nc1ccccc1Sc1ccc(Cl)cc1	1.8	1.3	2.8	i	1.4	5.1	780	i	-1.1%	0.13	1045	-1.42	-0.135	-0.0567	0.541	-13.1%	1.7%
O=C(Oc1nsnc1N1CCOCC1)N(c1ccccc1)c1ccccc1	7.9	2.6	4.2	i	8.5	.	.	i	-1.5%	-1.1	1147	-0.00893	-0.147	0.279	0.707	9.0%	0.4%
Cc1ccccc1S(=O)(=O)Cc1ccc(C(=O)N2CC(C)CC(C)C2)o1 (centres undefined)	3.5	3.0	5.6	i	-7.7	.	.	i	-0.1%	0.84	881	-0.5	-0.132	-0.261	0.221	9.3%	2.3%
Cc1noc(C)c1C(=O)OCC(=O)N1CCN(S(=O)(=O)c2ccc3ccccc3c2)CC1	.	.	.	.	.	-25.4	593	i	.	0.87	933	0.163	-0.474	0.313	-0.722	9.4%	7.9%
COc1cccc(C(=O)Nc2c3c(nc4c2CCC4)CCCC3)c1	2.5	3.4	3.3	i	-4.6	-33.5	677	i	0.4%	-0.2	965	-1.16	1.46	-0.774	0.939	6.5%	9.1%
Cc1ccc(Nc2nc3ccccc3[nH]2)nc1	4.4	2.4	4.5	i	-3.4	-2.9	697	i	-0.4%	-0.52	1055	0.0738	-0.204	0.00858	0.685	-8.3%	-5.3%
Cn1ccnc1SCc1ccc([N+](=O)[O-])cc1	2.1	2.6	6.5	i	12.6	.	.	i	3.1%	2.3	1347	1.43	-0.23	0.359	0.327	7.9%	1.0%
CC1CC(C)(C)NC(=S)N1CCC(=O)N1CCc2ccccc2C1 (centres undefined)	1.4	2.9	6.0	i	2.5	-5.4	670	i	-0.5%	-0.2	1079	-0.356	-0.102	0.192	-0.366	-4.7%	5.8%
C=C(C)COc1ccc(-c2nc(N)ncc2-c2ccc(OC)cc2)c(O)c1	1.6	0.6	22.8	i	-7.5	5.7	685	i	-1.2%	-0.66	1687	1.92	-0.209	1.14	-1.16	7.9%	6.5%
O=C(CN(c1ccccc1F)S(=O)(=O)c1ccccc1)NC1CCCCCC1	2.1	2.0	8.3	i	2.4	-4.0	750	i	-1.7%	-0.52	969	-0.568	-0.212	-0.133	0.35	18.1%	-2.3%
CC(C)(C)OC(=O)NCCCC[C@H](NC(=O)c1nc[nH]c1C(=O)N[C@@H](CCCCNC(=O)OC(C)(C)C)C(=O)OC(C)(C)C)C(=O)OC(C)(C)C	.	.	.	.	.	-39.1	695	i	.	.	.	0.41	-0.699	0.352	-0.689	-1.9%	3.7%
O=C(c1ccc(Cl)cc1)c1oc2ccccc2c1CS(=O)c1ccccc1 (centres undefined)	3.1	1.7	4.8	i	17.6	.	.	i	-2.3%	-1.82	901	0.223	-0.246	0.418	1.16	-1.6%	3.4%
COc1ccc(-c2oc3ncnc(N)c3c2-c2ccccc2)cc1	1.6	0.9	3.8	i	-3.7	10.1	758	i	-0.8%	-0.2	913	0.439	0.0982	0.582	0.366	-8.5%	-2.8%
O=C(Nc1ccnc(-c2cccnc2)n1)c1ccc(Cl)cc1	0.6	2.2	3.3	i	-1.3	.	.	i	-2.0%	.	.	-0.546	0.179	-0.495	0.252	-14.0%	?
COC(=O)CSc1ccsc1C(=O)O	1.6	2.8	4.6	i	-2.4	-12.2	706	.	-2.0%	0.69	1317	-0.427	-0.265	-0.182	0.73	38.4%	2.3%
S=C(NNc1ccc2ccccc2c1)NC1CCCCC1	4.7	3.2	5.3	i	-4.6	-10.9	463	i	-0.7%	0.28	1580	-0.415	-0.278	-0.0256	1.14	-6.8%	-3.9%
COC(=O)CCC(=O)Nc1nnc(C(F)(F)F)s1	1.6	1.8	5.2	i	-10.4	?	.	i	2.3%	.	.	-0.397	-0.345	0.109	0.674	4.5%	-4.2%
CCC(C)NC(=O)Cn1c(=O)n(-c2ccccc2)c(=O)c2ccc(C(=O)NCc3ccco3)cc21 (centres undefined)	4.7	1.1	0.0	i	10.6	.	.	i	-3.9%	.	.	-0.472	-0.263	-0.1	1.15	19.3%	9.5%
CCCCc1nc2ccccc2n1Cc1nnc2n1-c1ccccc1SC2	2.8	2.2	9.9	i	4.7	.	.	i	0.0%	-0.96	1268	0.918	-0.265	0.459	-0.977	-2.6%	6.8%
CN(C)c1nc(N/N=C\c2ccc(Cl)c([N+](=O)[O-])c2)nc(Nc2ccc(F)cc2)n1	1.8	2.0	3.9	i	-1.8	.	.	i	.	.	.	-0.734	-0.189	-0.0529	-1.13	.	.
Cn1cnc2c1c(=O)n(Cc1ccccc1)c(=O)n2C	2.3	2.0	11.0	i	6.9	.	.	i	0.3%	0.31	1055	-0.355	-0.208	-0.14	0.0174	-12.4%	-1.5%
COc1cccc(-c2c(NC(=O)c3ccco3)n(-c3ccc(C)cc3)nc(C)c2=O)c1	2.6	1.9	8.3	i	15.2	.	.	i	-0.3%	0.18	1272	-0.296	-0.211	0.213	-0.223	15.8%	11.3%
O=C1C(Cl)=C(N2CCCCC2)C(=O)N1c1ccccc1	4.6	2.7	5.1	i	5.6	.	.	i	-0.1%	-0.3	1433	0.148	-0.238	0.573	0.407	5.9%	5.0%
N#CCCN/N=C(/Cc1nc2ccccc2[nH]1)c1cccc(Cl)c1	1.8	1.6	5.3	i	-1.7	16.4	833	i	-3.7%	0.51	823	-1	0.0345	-0.202	0.242	-4.2%	7.6%
O=c1cc(O)c(-c2ccccc2Cl)c(Cl)[nH]1	1.8	1.2	4.3	i	-10.3	4.3	764	i	-2.8%	.	.	-0.389	0.0433	0.106	0.117	-4.8%	7.5%
